Bioassay records deposited in PubChem by National Center for Advancing Translational Sciences (NCATS).
Mito fusion yeast: blocks mitochondrial division or promotes mitochondrial fusion | 0.23% of 320,000 active | S. cerevisiae fusion-defective mutant growth rescue, CellTiterGlo 48 h | Potency, µM (highest dose often 46.1 µM), for inactives: at the highest dose growth rescue (activation), actives largely listed as activators | AID 485298;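 note: potency is the fitted concentration of half-maximal effect; % of control where 0% means no effect; nearly all actives have a fitted effect of over 45% in size; temperature-sensitive fusion mutants such as fzo1-1 at 37 °C on non-fermentable ethanol glycerol medium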
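Yeast fusion mutant, YPEG (non-fermentable carbon), compound, 48 h at 37C non-permissive; CellTiterGlo added, 10 min RT, luminescence read. Rescued growth = division inhibition.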
B2AR arrestin: agonists driving beta-arrestin recruitment to human beta2-adrenergic receptor; P07550; beta-arrestin recruitment to beta2AR, cell-based reporter; Potency, µM (highest dose often 46.1 µM), inactives show top-dose activation, actives largely listed as activators; 0.02% of 330,000 active; AID 492947;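 note: potency is the fitted concentration of half-maximal effect; 0% = DMSO controls and full agonism = EC100 isoproterenol or metaproterenol; nearly all actives have a fitted effect of over 65% in size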
PTAP TSG101 blk: blocks PTAP/TSG101 interaction to inhibit HIV-1 budding; Fluorescence polarization, FITC-PTAP peptide / Tsg101 binding; Q99816; Potency, µM (top dose mostly 115 µM), for the others: at the highest dose activity change, negative = inhibition, most hits filed as inhibitors; 340,000 tested, under 10 active; active = well fitted inhibition curve with a large enough effect in the main read-out, with a control signal flat, not every such curve was filed as active; inconclusive = small, poorly fitted or top-dose-only effect, or effect the other way, or a change in a side signal; inactive = no such curve, though single readings can be large or run the other way; note: potency is the fitted concentration of half-maximal effect; % of control where 0% means no effect
Target sequence (Q99816 whole entry, looked up): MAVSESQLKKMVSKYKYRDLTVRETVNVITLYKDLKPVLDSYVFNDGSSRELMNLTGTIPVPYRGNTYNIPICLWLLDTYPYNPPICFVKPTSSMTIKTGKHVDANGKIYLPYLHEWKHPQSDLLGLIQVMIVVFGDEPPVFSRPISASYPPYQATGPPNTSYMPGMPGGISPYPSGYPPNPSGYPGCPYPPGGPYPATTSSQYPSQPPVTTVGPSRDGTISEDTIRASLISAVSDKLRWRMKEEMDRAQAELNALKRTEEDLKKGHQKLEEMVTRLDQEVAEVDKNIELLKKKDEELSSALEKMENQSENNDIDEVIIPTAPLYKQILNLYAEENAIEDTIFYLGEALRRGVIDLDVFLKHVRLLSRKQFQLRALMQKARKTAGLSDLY
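FP read-out: FITC-PTAP peptide, 50 nM final, binding Tsg101 binding domain, 10 uM final; 20 min, r.t.; 10 mM HEPES pH 7.5, 0.15 M NaCl, 0.01% Tween 20, 3 mM EDTA, 0.1 mM TCEP.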
USP2a block: inhibitors of human ubiquitin-specific protease USP2a. USP2 core, Ub-CHOP2 coupled fluorogenic reporter, 485/531. 0.01% of 330,000 active. O75604. Potency, µM (top dose mostly 38.3 µM), inactives show top-dose activity change, negative = inhibition, actives largely listed as inhibitors;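 note: potency is the fitted concentration of half-maximal effect; plate controls were DMSO wells for no effect and full inhibition by NEM control for full effect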
Target sequence (O75604 whole entry, looked up): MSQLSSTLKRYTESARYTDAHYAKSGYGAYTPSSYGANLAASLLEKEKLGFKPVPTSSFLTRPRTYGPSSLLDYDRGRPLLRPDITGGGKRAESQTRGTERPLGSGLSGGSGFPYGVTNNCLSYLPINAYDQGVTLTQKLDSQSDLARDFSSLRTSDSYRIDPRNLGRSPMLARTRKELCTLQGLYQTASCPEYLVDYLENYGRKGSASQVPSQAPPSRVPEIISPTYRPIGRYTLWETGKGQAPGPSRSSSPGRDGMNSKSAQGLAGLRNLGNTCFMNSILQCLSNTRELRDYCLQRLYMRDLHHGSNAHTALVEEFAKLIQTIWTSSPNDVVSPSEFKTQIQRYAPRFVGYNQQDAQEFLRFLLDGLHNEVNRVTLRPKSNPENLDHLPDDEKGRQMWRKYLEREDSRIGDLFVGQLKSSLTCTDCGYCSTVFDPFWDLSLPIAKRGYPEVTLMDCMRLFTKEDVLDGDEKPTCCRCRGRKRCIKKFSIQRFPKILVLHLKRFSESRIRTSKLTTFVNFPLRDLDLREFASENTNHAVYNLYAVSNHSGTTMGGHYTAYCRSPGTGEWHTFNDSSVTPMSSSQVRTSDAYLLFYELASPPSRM
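Cell-free coupled assay: 10nM USP2 core preincubated 30min RT with compound in Tris-HCl pH 8.0/CaCl2/CHAPS buffer, then 25nM Ub-CHOP2 and 25nM reporter substrate; fluorescence (Ex 485/Em 531) read after 60min RT, normalized to NEM inhibition, concentration-response curves fitted.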
TSHR antagonist: blocks TSH signaling through the human TSH receptor | TSHR-expressing cells, TSH-stimulated cAMP HTRF, 2 h; stronger effect = lower value | P16473 | activity change, negative = inhibition, % at 11.5 µM | 0.2% of 330,000 active;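 active = activity change below a set negative limit, meaning inhibition stronger than a set level, cut at about -70% in these data; inconclusive = activity change between two set negative limits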; note: % is set by controls: 0 for no effect and ±100 for the full control effect
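TSHR-expressing cells were treated with compounds, then stimulated with TSH at EC80 (4nM final) for 2 hours at 37 deg C. Cellular cAMP was measured by HTRF competition between lysate cAMP and cAMP-d2 for a cryptate-labelled anti-cAMP antibody.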
Eya2 phos inh: inhibitors of human Eya2 phosphatase activity | O00167 | recombinant Eya2, OMFP fluorescence dephosphorylation (OMFP is methylfluorescein phosphate) | Potency, µM (titrated, usually from 76.9 µM), inactives show top-dose activity, negative = inhibition, hits mostly inhibitors | 0.006% of 330,000 active; note: potency is the fitted concentration of half-maximal effect; % is set by controls: 0 for no effect and ±100 for the full control effect
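Eya2 (0.2 uM) preincubated 10 min at ambient with compound, then OMFP substrate added at 50 uM; 10 min reaction in 50 mM HEPES pH 7.5, 50 mM NaCl, 5 uM MgCl2, 0.05% BSA, 1 mM DTT. Fluorescence read at Ex 485/Em 525 nm.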
ELG1 repair inh: ELG1-dependent DNA repair inhibition; 2.3% of 330,000 active; Potency, µM (doses to about 46.1 µM), for inactives: at the top dose activity change, negative = inhibition, hits mostly inhibitors; AID 504467; HEK293T ELG1-luciferase reporter, luminescence, 16 h; DNA damage induced by 5-fluorouridine; note: potency is the fitted concentration of half-maximal effect; % is set by controls: 0 for no effect and ±100 for the full control effect; nearly all actives have a fitted effect of over 55% in size
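Luminescence from the luciferase reporter, measured 30 min after ONE-Glo reagent at room temperature, was the read-out. Beforehand, 2,000 cells per well were exposed for 16 hr at 37 °C to 5-fluorouridine together with compound or vehicle.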
uPA generation: blocks generation of uPA at the cell surface; cell surface uPA generation assay, qHTS; Potency, µM (series often up to 38.3 µM), inactives show at the highest dose activity change, negative = inhibition, most hits filed as inhibitors; 0.31% of 330,000 active; active = well fitted inhibition curve with a large enough effect; inconclusive = small, poorly fitted or top-dose-only effect; inactive = no such curve, though single readings can be large or run the other way; tested in mouse RAW 264.7 cells; note: potency is the fitted concentration of half-maximal effect; % is set by controls: 0 for no effect and ±100 for the full control effect; nearly all actives have a fitted effect of over 55% in size
TCR activator: activators of T cell receptors | Potency, µM (series often up to 9.22 µM), for inactives: top-dose activation of IL-2 secretion, actives largely listed as activators | primary human leukocytes, anti-CD3, IL-2 HTRF, 48 h | AID 504894 | 330,000 tested, under 10 active; note: % of control where 0% means no effect
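Using a-CD3 beads without co-stimulation, primary human leukocytes were exposed to compounds for 48 hr. An HTRF IL-2 kit measured the cytokine, with europium-to-d2 energy transfer producing emission at 665nm upon 320nm excitation.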
Tb PFK block: T. brucei PFK enzyme inhibition. O15648. T. brucei PFK, ADP-Glo luminescence. Potency, µM (doses to about 57.5 µM), inactives show top-dose activity, negative = inhibition, hits mostly inhibitors. 0.17% of 330,000 active;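 note: potency is the fitted concentration of half-maximal effect; 0% = uninhibited 1x PFK enzyme wells and -100% = no-enzyme wells; nearly all actives have a fitted effect of over 60% in size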
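1.25 nM PFK with 0.5 mM F6P and 0.1 mM ATP in 0.1 M TEA pH 8.0, 5 mM MgCl2, incubated 45 min at room temperature; ADP measured by ADP-Glo luminescence; compounds titrated up to 57 uM.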
Chronic BCR inh: blocks chronic active B-cell receptor signaling. ABC-DLBCL IkBa-CBG/CBR reporter, luminescence ratio, 4 h. Potency, µM (highest dose often 46.1 µM), inactives show top-dose ratio change, negative = lower green/red ratio, actives largely listed as inhibitors. 0.05% of 340,000 active. AID 493014; active = well fitted inhibition curve with a large enough effect in the signal ratio, with a control signal flat, not every such curve was filed as active; inconclusive = small, poorly fitted or top-dose-only effect, or effect the other way, or a change in a side signal; the % refers to the signal ratio;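 note: potency is the fitted concentration of half-maximal effect; plate controls were basal doxycycline-induced cells for no effect and cells given 10 µM MG132 for full effect; MG132 reads +100%, hits lower the ratio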
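Cell line TMD8 (human ABC DLBCL), stably expressing tet-inducible CBG68-IkBa fusion and CBR; IMDM/0.5% FBS; cpd up to 46 uM; dox induction, 4 h, 37C/5% CO2; dual luminescence; green/red ratio; MG132 control.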
An asterisk follows results filed as active; u = inconclusive; x = no result given; & = joins results of further samples; [ ] = another dose, or the depositor's remark. Unless noted, calls come from the whole dose curve; as a rule, active = well fitted curve in the direction sought with a large enough effect; inconclusive = small, poorly fitted or top-dose-only effect, or another doubt; inactive = no such curve, though single readings can be large; an effect the other way counts as inactive or inconclusive.

SMILES	Mito fusion yeast	B2AR arrestin	PTAP TSG101 blk	USP2a block	TSHR antagonist	Eya2 phos inh	ELG1 repair inh	uPA generation	TCR activator	Tb PFK block	Chronic BCR inh
COc1cc(C2C(C#N)=C(N)Oc3c2ccc2ccccc32)ccc1OCC(=O)Nc1ccccc1C (configuration not stated)	7%	-0.8%	0%	1%	30	-7%	u	7%	-4%	-10%	11%
CS(=O)(=O)Nc1ccc2[nH]c(=O)[nH]c2c1	-1%	0.0%	-2%	1%	-1	14%	-14%	6%	2%	1%	-6%
CC(=O)Nc1ccc(S(=O)(=O)N2c3ccccc3C(C)=CC2(C)C)cc1	24%	-0.3%	-2%	3%	17	4%	11%	-17%	-1%	-4%	u
CCOc1ccc(-c2c(C(=O)N/N=C/c3sccc3C)nnn2-c2nonc2N)cc1	5%	0.5%	-6%	-2%	-1	-3%	0%	17%	-1%	-3%	13%
CCOc1ccc(N(C)C(=O)CCc2nnc3ccc(N4CCC5(CC4)OCCO5)nn23)cc1	-1%	0.4%	-9%	3%	14	-6%	3%	1%	0%	-16%	8%
CC(C)NC(=O)Nc1cccc2c1O[C@H](CN(C)C(=O)Nc1ccccc1)[C@@H](C)CN([C@H](C)CO)C2=O	x	-0.4%	-7%	1%	16	0%	u	-9%	2%	0%	u
CCCC1C2CN(C(C)=O)CC=C2C(C#N)=C(N)C1(C#N)C#N (configuration not stated)	4%	-0.4%	-7%	1%	8	12%	2%	1%	-6%	-6%	3%
Cc1cccc(CSCC(=O)NCc2ccc(S(N)(=O)=O)cc2)c1	-8%	0.4%	-1%	1%	-4	2%	7%	1%	x	-4%	6%
CC1=C(C#N)C(=O)NC(C)(C)C1	-3%	-0.2%	-3%	7%	5	-23%	14%	5%	-3%	18%	u
CN(C)C(CNc1ccc([N+](=O)[O-])cc1C#N)c1ccccc1 (configuration not stated)	1%	0.1%	-1%	-3%	5	-8%	8%	2%	-2%	6%	1%
CC1(C)c2ccccc2N2CC(=O)N[C@@]21/C=C/C=C/c1ccccc1	-1%	-0.5%	-2%	-3%	26	3%	-5%	0%	-7%	-3%	-24%
O=C(N/N=C/c1cc([N+](=O)[O-])ccc1O)c1ccc(COc2ccc3c(c2)CCC3)o1	0%	-0.2%	-1%	1%	-48	2%	6.5µM*	-11%	-6%	-1%	0%
CCN(CC)CCCN1C(=O)C(O)=C(C(=O)c2cc3cccc(OC)c3o2)C1c1ccncc1 (configuration not stated)	1%	-0.6%	-2%	2%	12	8%	10%	6%	x	-2%	1%
CCOC(=O)c1cnc(-c2ccccc2)nc1N(C)C	4%	-0.4%	-2%	1%	-7	-1%	u	-1%	6%	-1%	u
COc1cc(C(=O)N2C(=O)c3cccc(N)c3C2=O)cc(OC)c1OC	-6%	0.5%	-1%	5%	2	3%	-1%	5%	0%	-14%	-5%
C[C@H](CO)N1C[C@H](C)[C@@H](CN(C)S(=O)(=O)c2ccc(F)cc2)Oc2ccc(NC(=O)NC3CCCCC3)cc2C1=O	x	0.6%	-13%	-4%	-3	-27%	u	-12%	-5%	-11%	-5%
CN(C)CCNC(=O)C(=O)NCC1OCCN1S(=O)(=O)c1ccc2c(c1)OCCO2 (configuration not stated)	4%	-1.2%	-1%	9%	10	-15%	1%	-3%	3%	1%	-1%
O=C(Cc1ccccc1)NCC(=O)N/N=C/c1cccnc1	-5%	-0.5%	-3%	0%	-3	16%	1%	-1%	7%	3%	-12%
CCN(CC)C(C)C(=O)NCC1(c2ccccc2)CCOCC1 (configuration not stated)	-4%	-0.7%	-2%	1%	1	-13%	7%	-1%	-9%[46.1 µM]	-3%	-13%
N#Cc1ccccc1S(=O)(=O)N1CCN(C(=O)C2COc3ccccc3O2)CC1 (configuration not stated)	5%	0.1%	-8%	1%	13	-9%	u	9%	4%	-27%	u
COc1ccc(OC)c(-c2cc(C(=O)Nc3c(C)nn(Cc4ccc(Cl)cc4)c3C)no2)c1	-4%	-0.3%	-6%	-6%	-25	24%	u	x	x	-2%	-16%
CC(C)Oc1ccc(NC(=O)c2ccncc2)cc1	5%	0.1%	0%	2%	-4	-20%	-10%	-1%	2%	-4%	-3%
CCN(CC)S(=O)(=O)c1ccc(N2C(=O)Nc3ccccc3N2O)cc1	-5%	-0.2%	0%	5%	-8	-6%	3%	-2%	8%	0%	1%
Cc1cc(C)c(C)c(S(=O)(=O)N2C(=S)NC(=O)C2C(C)C)c1C (configuration not stated)	16%	-0.1%	-1%	-1%	-5	3%	-10%	7%	6%	0%	u
COc1ccc2c(c1)CCCC21NC(=O)N(CC(=O)N2CC(C)OC(C)C2)C1=O (configuration not stated)	x	-1.0%	-11%	-1%	5	-6%	7%	7%	-5%	2%	-1%
CCn1c(CC(=O)Nc2ccc(C)cc2)nnc1SCC(=O)NCCc1ccccc1	1%	-0.5%	-2%	3%	-3	3%	-7%	x	3%	-1%	0%
C[C@H](NC(=O)c1[nH]cnc1C(=O)Nc1ccc(CNC(=O)OC(C)(C)C)cc1)C(=O)OCc1ccccc1	-1%	-0.4%	-8%	1%	-14	0%	-30%	u	4%	1%	1%
O=C(Nc1ccc(C(=O)O)cc1)/C(=C\c1cccc([N+](=O)[O-])c1)NC(=O)c1ccc(Br)o1	0%	0.4%	0%	3%	5	8%	-13%	2%	3%	u	u
O=C1CCCN1c1ccc(S(=O)(=O)NCc2ccc(F)cc2)cc1	-7%	0.0%	-1%	1%	14	-1%	6%	2%	-1%	4%	2%
CCC(CO)Oc1cc(NCc2ccc(Cl)cc2)c2ncn(C(C)C)c2c1 (configuration not stated)	x	5.8%	-11%	-1%	10	-6%	-21%	-12%	-5%	9%	3%
CN1CCN(S(=O)(=O)c2cccc(C(=O)Nc3ccccc3N3CCOCC3)c2)CC1	-2%	0.2%	0%	4%	6	17%	-3%	-44%	3%	-1%	4%
CCOC(=O)c1c(NC(=O)CCN2CCOCC2)sc(C)c1-c1ccccc1	-2%	0.5%	-3%	-1%	-8	-8%	21µM*	2%	4%	-3%	4%
O=C(CN1C(=O)COc2ccc(S(=O)(=O)N3CCCC3)cc21)NC1CCCCCCC1	-5%	-0.4%	x	3%	0	-21%	8%	x	0%[46.1 µM]	0%	5%
CC(C)(C)n1nc2c(c1NC(=O)c1ccc(Br)cc1)CS(=O)C2 (configuration not stated)	0%	0.1%	1%	1%	2	6%	13%	6%	5%	1%	0%
COc1ccc2ccccc2c1CNc1nnnn1C	-11%	-0.2%	-5%	3%	5	u	u	-4%	-2%	-1%	-5%
COC(=O)C1=C(N)OC2=C(C(=O)CC(C)(C)C2)C1c1ccoc1 (configuration not stated)	0%	0.0%	-2%	-1%	7	25%	5%	2%	-1%	7%	1%
CCOc1ccc(N2C(=O)CC(N)C2=O)cc1 (configuration not stated)	-18%	-1.6%	-1%	-1%	9	-18%	13%	-12%	-7%[46.1 µM]	0%	u
COc1ccc(C(=O)C[n+]2cc(-c3ccc(OC)cc3)n3c2CCCC3)cc1	2%&6%	0.2%&0.1%	0%&-6%	0%&0%	-2&9	10%&5%	7.3µM*	u	0%&9%	2%&-1%	u
CCOCCCNC(=O)c1[nH]c(C)c(C(C)=O)c1C	2%	-0.2%	-7%	-5%	6	-5%	u	-7%	4%	-6%	-4%
Cc1ccc(CSc2ccc(S(=O)(=O)N3CCCCC3)cn2)cc1	0%	-0.2%	-1%	2%	-21	-1%	15%	-3%	-1%	21%	-4%
CC(=O)Nc1cccc(C(=O)N/N=C/c2cccc(C)n2)c1	-18%	-0.7%	-5%	1%	5	-7%	17%	5%	-15%	u	u
CCN(C(=O)N1CCOCC1)c1ccccc1C	-2%	-0.4%	-2%	-1%	3	-2%	-13%	-5%	x	2%	0%

Compounds were not picked by outcome. About 3% of those tested had a hit in this group.
